Compound activity deposited in PubChem by several laboratories.
GLD-1 TGE inh: GLD-1/TGE RNA complex disruptors, primary screen, biochemical, fluorescence polarization; Female germline-specific tumor suppressor gld-1 (Caenorhabditis elegans), Q17339; purified GLD-1 + fluorescein TGE RNA; inhibition, % at 5.96 µM; 320,000 compounds, 0.44% hits;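 active = percent inhibition above a per-plate cutoff, the plate mean of test compounds plus 3 SD, cut at about 30% in these data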;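 note: 0% = DMSO wells with GLD-1 and probe and 100% = wells lacking GLD-1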
AHR act: AHR activators, primary screen, cell-based, luminescence, luciferase reporter, human | AHR-responsive luciferase reporter cells | activation, % at 5 µM | 320,000 compounds, 2.5% hits; in the data active = activation above about 47%;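 note: 0% = vehicle wells and 100% = reference agonist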
MCL1 BIM primary: inhibitors of MCL1 binding to BIM-BH3, primary screen, biochemical, fluorescence polarization; AID 2057, 2009; 320,000 compounds, 0.68% hits; GST-MCL1 / FITC-Bim-BH3 fluorescence polarization; inhibition, % at 10.9 µM;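 active = inhibition above the mean inhibition of all tested compounds plus 3 SD, set per campaign, cut at about 40% in these data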;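 note: 0% = DMSO wells and 100% = unlabeled Bim-BH3 peptide control; higher means more loss of mP so more displacement of Bim peptide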
Target sequence (Q07820 whole entry, looked up): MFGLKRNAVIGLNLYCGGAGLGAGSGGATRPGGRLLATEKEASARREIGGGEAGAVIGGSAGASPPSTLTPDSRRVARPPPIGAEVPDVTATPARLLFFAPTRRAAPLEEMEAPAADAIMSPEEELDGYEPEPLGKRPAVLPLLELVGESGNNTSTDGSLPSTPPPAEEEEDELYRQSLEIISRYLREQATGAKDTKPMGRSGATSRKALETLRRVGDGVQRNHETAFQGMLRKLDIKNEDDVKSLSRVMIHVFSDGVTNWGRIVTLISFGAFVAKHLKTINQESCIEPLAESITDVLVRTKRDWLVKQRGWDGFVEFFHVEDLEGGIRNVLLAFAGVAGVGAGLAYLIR
Bcl-xL primary: inhibitors of human Bcl-xL, primary screen, biochemical, fluorescence polarization, HTS; GST-Bcl-xL / FITC-Bim BH3 peptide fluorescence polarization; Bcl-2-like protein 1 (Homo sapiens), Q07817; 320,000 compounds, 0.7% hits; inhibition, % at 10.9 µM;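 active = inhibition above the mean of all tested compounds plus 3 SD, cutoff set per campaign, cut at about 30% in these data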;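 note: 0% = DMSO wells and 100% = unlabeled Bim-BH3 peptide competitor; inhibitors lower millipolarization by displacing the labeled peptide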
PME-1 primary: PME-1 inhibitors via competitive probe labeling, primary screen, biochemical, fluorescence polarization, FP-Rh probe, HTS; Protein phosphatase methylesterase 1 (Homo sapiens), Q9Y570; recombinant PME-1; inhibition, % at 5.9 µM; 320,000 compounds, 0.53% hits; AID 2130, 2009;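 active = inhibition above the campaign mean of all compounds plus 3 SD, cut at about 26% in these data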;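 note: competitive labeling of PME-1 active site by serine hydrolase directed probe; 0% = PME-1 with DMSO and 100% = wells lacking PME-1 enzyme; inhibitors block probe labeling so polarization falls and inhibition rises; many of its hits are not listed in these tables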
pPAFAH FP inh: pPAFAH enzyme inhibitors, primary screen, biochemical, fluorescence polarization, human | Platelet-activating factor acetylhydrolase (Homo sapiens), Q13093 | inhibition, % at 3.39 µM | 330,000 compounds, 1.5% hits | recombinant pPAFAH, FP-rhodamine probe fluorescence polarization | AID 463082, 2010;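 active = inhibition above the mean inhibition across the screen plus 3 SD, cut at about 25% in these data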;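 note: inhibitors block binding of the rhodamine activity-based probe so polarization drops; 0% = enzyme with DMSO and 100% = wells lacking pPAFAH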
Target sequence (Q13093 whole entry, looked up): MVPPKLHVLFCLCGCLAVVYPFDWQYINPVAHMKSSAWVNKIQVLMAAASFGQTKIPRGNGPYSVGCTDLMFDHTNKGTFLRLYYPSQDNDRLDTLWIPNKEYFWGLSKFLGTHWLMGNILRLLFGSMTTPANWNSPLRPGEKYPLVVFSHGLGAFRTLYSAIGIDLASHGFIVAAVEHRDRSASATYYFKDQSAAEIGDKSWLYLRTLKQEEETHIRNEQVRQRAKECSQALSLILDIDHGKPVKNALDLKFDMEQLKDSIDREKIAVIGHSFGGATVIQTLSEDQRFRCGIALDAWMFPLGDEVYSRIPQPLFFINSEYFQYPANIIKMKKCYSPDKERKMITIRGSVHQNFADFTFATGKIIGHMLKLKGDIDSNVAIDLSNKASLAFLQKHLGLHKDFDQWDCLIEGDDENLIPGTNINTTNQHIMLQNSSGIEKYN
Fam108B inh: mouse Fam108B serine hydrolase inhibitors, primary screen, counter-screen for RBBP9 inhibitor project, biochemical, fluorescence polarization; inhibition, % at 9.51 µM; 300,000 compounds, 0.33% hits; AID 1947, 2009; recombinant Fam108B, FP-Rh probe fluorescence polarization;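 active = inhibition above the screen mean inhibition plus 3 SD, computed separately per campaign, cut at about 18% in these data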;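 note: inhibitors lower polarization as less probe binds the enzyme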
MEX-5 binding: MEX-5 zinc finger RNA-binding disruptors – biochemical, C. elegans, fluorescence polarization, MLPCN library, primary screen; Zinc finger protein mex-5 (Caenorhabditis elegans), Q9XUB2; MEX-5/FITC-TCR2 RNA binding; active compounds read low; activity score (negative = inhibition of binding), % at 10 µM; 300,000 compounds, 0.38% hits;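 active = inhibition past about -25% in most replicates, and total fluorescence under double the plate's negative control median, limit read from the data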;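 note: 0% = DMSO and -100% = 5 µM competing unlabeled TCR2 RNA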
PAFAH1B2 FP inh: PAFAH1B2 enzyme inhibitors, primary screen, biochemical, fluorescence polarization, human; recombinant PAFAH1B2, FP-rhodamine activity probe; AID 492953, 2010; inhibition, % at 3.39 µM; Platelet-activating factor acetylhydrolase IB subunit alpha2 (Homo sapiens), P68402; 340,000 compounds, 1.2% hits;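 active = inhibition above the mean of all tested compounds plus 3 SD, cut at about 24% in these data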;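 note: 0% = enzyme with DMSO and 100% = wells lacking PAFAH1B2; many of its hits are not listed in these tables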
* marks the source's active call; other numbers are inactive results; . = no result given.

nr	structure	GLD-1 TGE inh	AHR act	MCL1 BIM primary	Bcl-xL primary	PME-1 primary	pPAFAH FP inh	Fam108B inh	MEX-5 binding	PAFAH1B2 FP inh
1	COc1ccc(N2CCN(C(CNC(C)=O)c3ccco3)CC2)cc1 (stereo not given)	4	3	3	4	-2	9	0	1.0	1
2	CCCCn1c(CNC(=O)C(C)(C)C)nc2ccccc21	2	1	6	5	2	3	1	1.3	2
3	Cn1c(N)nc2nc(CCc3ccccc3)c(=O)[nH]c2c1=O	30	18	41*	40*	1	0	-3	-11	3
4	CCOC(=O)C1(Cc2ccccc2)CCCN(Cc2cccc(C(C)=O)c2)C1 (stereo not given)	-8	1	1	2	6	-2	0	7.4	1
5	CN(Cc1ccccc1)C(NC(=O)c1ccco1)C(Cl)(Cl)Cl (stereo not given)	-2	0	6	4	2	-2	-1	0.4	9
6	OCCC1CN(Cc2cn[nH]c2C2CCCCC2)CCN1C1CCCC1 (stereo not given)	6	0	1	9	0	4	5	0.0	2
7	O=C(COC(=O)c1ccccc1O)Nc1ncc(Cl)cc1Cl	10	3	40*	36*	2	13	6	0.7	6
8	O=[N+]([O-])c1ccc(C[n+]2cc(-c3ccccc3)n3c2CCCCC3)cc1	-10	-1	-1	2	2	-1	0	2.7	6
9	CCN(Cc1nc(-c2ccc(C)cc2)no1)C(=O)c1ccco1	1	-1	4	4	-1	8	3	-2.2	-1
10	O=C(CN1C(=O)c2ccccc2C1=O)NCc1ccncc1	4	-2	0	3	0	7	2	-2.5	-9
11	CCOC(=O)N1CCN(c2cc(=O)n(-c3ccc(C)cc3)c(=O)[nH]2)CC1	1	-1	-2	5	-1	-7	4	-1.6	5
12	CCC(C)n1c(SCc2ccc([N+](=O)[O-])cc2)nc2ccsc2c1=O (stereo not given)	-2	2	-8	-9	-7	-2	2	-3.3	6
13	Cn1c(=O)c(C(=O)NNC(=O)c2ccccc2Br)c(O)c2ccccc21	1	14	5	6	-5	-1	-2	-0.9	1
14	O=C(O)c1cc(Cl)c(Cl)cc1C(=O)Nc1cccc2cccnc12	2	11	14	9	6	5	0	0.3	0
15	Cc1ccc(OC(C)C(=O)Nc2ccncc2)cc1C (stereo not given)	-6	1	5	2	-2	1	-3	0.4	5
16	COc1ccc(OC)c(-c2cc(C(=O)Nc3ccc(F)cc3F)no2)c1	2	5	1	-2	0	2	-2	-1.7	2
17	CCOc1ccc(CNC(=O)CN2C(=O)C(c3ccccc3)Oc3cccnc32)cc1 (stereo not given)	9	3	2	0	2	8	0	0.7	5
18	CCOc1ccc(N(CC(=O)NCCC2=CCCCC2)S(=O)(=O)c2ccccc2)cc1	8	2	1	4	-2	2	2	-2.9	11
19	COc1ccccc1NC(=O)c1cc(S(=O)(=O)N2CCCC2)cn1C	-2	4	1	-1	3	0	3	2.0	1
20	CCC(=O)Nc1ccc(OCC2CCCO2)cc1 (stereo not given)	-3	1	11	6	3	0	-5	1.1	4
21	CC(C)(C)n1nnnc1CN(Cc1ccco1)Cc1cc2cc3c(cc2[nH]c1=O)OCO3	14	111*	31	30	3	4	-1	-0.3	-1
22	O=C(Cc1ccccc1[N+](=O)[O-])Nc1ccc2c(c1)OCO2	-8	61*	-13	-3	-10	-7	-11	1.6	6
23	O=C(N=Nc1c(O)[nH]c2ccc([N+](=O)[O-])cc12)c1ccccc1[N+](=O)[O-]	3	10	8	4	1	9	7	-2.5	6
24	CCc1nc(SCC(=O)N2CCCCC2)c2c(=O)n(C)c(=O)n(C)c2n1	0	7	4	6	-1	3	2	-2.4	-4

Laid out differently: entries from further up.
6. OCCC1CN(Cc2cn[nH]c2C2CCCCC2)CCN1C1CCCC1 (stereo not given)
- GLD-1 TGE inh = 6
- AHR act = 0
- MCL1 BIM primary = 1
- Bcl-xL primary = 9
- PME-1 primary = 0
- pPAFAH FP inh = 4
- Fam108B inh = 5
- MEX-5 binding = 0.0
- PAFAH1B2 FP inh = 2

7. O=C(COC(=O)c1ccccc1O)Nc1ncc(Cl)cc1Cl
- GLD-1 TGE inh = 10
- AHR act = 3
- MCL1 BIM primary = 40*
- Bcl-xL primary = 36*
- PME-1 primary = 2
- pPAFAH FP inh = 13
- Fam108B inh = 6
- MEX-5 binding = 0.7
- PAFAH1B2 FP inh = 6

8. O=[N+]([O-])c1ccc(C[n+]2cc(-c3ccccc3)n3c2CCCCC3)cc1
- GLD-1 TGE inh = -10
- AHR act = -1
- MCL1 BIM primary = -1
- Bcl-xL primary = 2
- PME-1 primary = 2
- pPAFAH FP inh = -1
- Fam108B inh = 0
- MEX-5 binding = 2.7
- PAFAH1B2 FP inh = 6

Further records follow:
nr	structure	GLD-1 TGE inh	AHR act	MCL1 BIM primary	Bcl-xL primary	PME-1 primary	pPAFAH FP inh	Fam108B inh	MEX-5 binding	PAFAH1B2 FP inh
25	CCC(C)n1c(OC)nc2c1c(=O)n(C)c(=O)n2C (stereo not given)	3	0	1	7	-1	3	2	-0.6	3
26	CN(Cc1ccccc1)C(=O)COC(=O)c1cc([N+](=O)[O-])ccc1N1CCOCC1	5	0	1	4	4	4	1	0.7	3
27	CC1(C)CC(NC(=O)c2ccncc2)CC(C)(C)N1O	2	3	-8	0	-3	-1	2	0.8	3
28	CCCCCc1ccc(-c2cn(CC3CCCCC3)nn2)cc1	3	2	-1	1	-5	4	3	3.0	2
29	C#CCOCCOCCOCCNc1nc(N2CCN(C(=O)[C@H]([C@@H](C)CC)n3cc([C@@H](N)Cc4ccc(O)cc4)nn3)CC2)nc(N2CCN(C(=O)[C@H](CCCCN)n3cc([C@@H](N)CO)nn3)CC2)n1	-10	1	-10	-5	1	-3	-2	-4.6	.
30	Cc1c(OCC(=O)N[C@@H](Cc2ccccc2)C(=O)O)ccc2c3c(c(=O)oc12)CCC3	3	-1	7	8	6	8	3	-1.5	5
31	O=C(Nc1ncccc1Cl)C1COc2ccccc2O1 (stereo not given)	3	-1	0	4	5	1	0	1.0	5
32	NS(=O)(=O)c1ccc(CCNC(=O)CSc2nc3ccsc3c(=O)n2C2CC2)cc1	5	0	13	6	-1	0	-1	2.3	-4
33	Cc1n[nH]c(C)c1S(=O)(=O)N1CCCC(C(=O)N2CCc3ccccc32)C1 (stereo not given)	0	12	-7	3	-1	6	0	-0.3	0
34	COc1ccc(-c2c(C)nn(-c3ccccc3)c2N)cc1	2	17	1	4	1	3	-2	2.0	6
35	C[C@@H](C(=O)NC1CCCCC1)N1C(=O)N2CCc3c([nH]c4ccccc34)[C@@]2(C)C1=O	1	1	5	4	5	2	1	-1.4	2
36	Cc1cccc(NC(=O)CSc2nnc(CNC(=O)c3ccco3)n2C)c1C	-2	0	0	2	1	-1	-6	1.7	1
37	COc1ccccc1N1CCN(S(=O)(=O)c2ccc3nc(-c4ccccc4)[nH]c3c2)CC1	1	7	13	7	-62	-9	-39	-0.3	-17
38	O=c1[nH]n(-c2ccccc2)c(=O)c(Cl)c1Cl	5	5	-4	-1	2	-1	-1	0.7	-3
39	Cc1cccc(CSc2nc(N)c(C#N)c(-c3cccs3)c2C#N)c1	4	34	2	6	-34	-10	-23	-1.2	-12
40	O=C(COc1cccc2ccccc12)NNC(=O)c1cnccn1	-1	5	0	2	3	-3	-4	-1.6	2
41	O=C1C(=O)N(CNc2ccccn2)c2ccccc21	1	4	3	12	-1	29*	-3	0.9	2
42	Cc1ccc(-n2nnnc2SCC(=O)c2c(N)n(CC(C)C)c(=O)n(C)c2=O)cc1	-5	-1	-7	-6	-3	1	1	0.2	-1
43	CC(C(=O)c1ccc(-c2ccccc2)cc1)[n+]1cccc(Br)c1 (stereo not given)	-1	4	7	4	-2	1	-2	0.4	5
44	CC(=O)Nc1cccc2c1C(=O)N(c1ccccc1C)C2=O	0	18	-2	7	-3	3	4	-0.7	7
45	CSc1nc2c(c(=O)[nH]c(=O)n2C)n1Cc1ccccc1	5	5	-3	-2	-3	2	0	2.3	4
46	C=CCc1ccc(OCCOc2cccc(/C=N/n3cnnc3)c2)c(OC)c1	1	4	-3	-1	-6	-19	-4	-1.3	-1
47	Cc1ccc(NC(=O)c2sc3nc(N)c(C#N)cc3c2N)cc1	-9	115*	2	6	9	-8	4	-4.4	-1
48	Cc1ccc2[nH]cc(CCNC(=O)c3cccnc3)c2c1	8	14	0	-5	3	4	3	-0.7	0
49	CCOC(=O)c1c(C)n(CCO)c2ccc(O)cc12	4	13	-2	2	-3	3	5	-2.6	-3
50	CC1(C(=O)NC2CCCCCC2)CCC(=O)N1Cc1ccc2c(c1)OCO2 (stereo not given)	5	4	-3	4	1	7	-1	1.5	0
51	CCn1c(SCC(=O)NCC2CCCO2)nc2c(c1=O)SC(C)C2 (stereo not given)	7	-1	4	1	1	-2	1	-1.3	5

Fetched by structure from the entries so far:
nr	structure	GLD-1 TGE inh	AHR act	MCL1 BIM primary	Bcl-xL primary	PME-1 primary	pPAFAH FP inh	Fam108B inh	MEX-5 binding	PAFAH1B2 FP inh
44	CC(=O)Nc1cccc2c1C(=O)N(c1ccccc1C)C2=O	0	18	-2	7	-3	3	4	-0.7	7
38	O=c1[nH]n(-c2ccccc2)c(=O)c(Cl)c1Cl	5	5	-4	-1	2	-1	-1	0.7	-3
16	COc1ccc(OC)c(-c2cc(C(=O)Nc3ccc(F)cc3F)no2)c1	2	5	1	-2	0	2	-2	-1.7	2

The list is partial; rates above refer to the full screens.
